# Assay outcomes (PubChem BioAssay)
# RGS4-Gao reg: modulates binding of RGS4 to human Galphao. Multiplexed bead flow cytometry; actives lie on both sides. binding response (% of control), % at 10 µM. actives 0.33% (n = 220,000). AID 1415; in the data active means binding response below about 49% or above about 150%; inactive means in between;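 further: fluorescent Galphao activated with aluminum fluoride binding bead-coupled RGS4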
# Target sequence (P09471 whole entry, looked up): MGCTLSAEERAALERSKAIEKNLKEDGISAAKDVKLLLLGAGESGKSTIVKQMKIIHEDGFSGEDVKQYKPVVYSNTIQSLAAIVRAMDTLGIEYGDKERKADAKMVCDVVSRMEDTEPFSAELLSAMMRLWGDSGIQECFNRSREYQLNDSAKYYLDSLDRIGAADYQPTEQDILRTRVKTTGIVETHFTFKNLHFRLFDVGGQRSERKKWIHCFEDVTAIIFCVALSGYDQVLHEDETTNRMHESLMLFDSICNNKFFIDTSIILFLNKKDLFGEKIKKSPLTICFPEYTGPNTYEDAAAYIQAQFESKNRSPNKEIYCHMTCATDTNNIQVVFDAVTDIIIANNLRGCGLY
# RGS7-Gao: modulates binding of RGS7 to human Galphao | Multiplexed bead flow cytometry; actives lie on both sides | binding response (% of control), % at 10 µM | AID 1439 | actives 0.35% (n = 220,000) | P09471; in the data active means binding response below about 49% or above about 150%; inconclusive means no clear call, values can overlap the other calls; inactive means in between;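 further: fluorescent Galphao held in activated GDP-AlF4 state binding bead-coupled RGS7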
# Bfl-1 Bim block: inhibitors of Bim-Bfl-1 interaction, human | Q16548 | Bead-based flow cytometry, Bim-Bfl-1 binding inhibition | inhibition, % at 10 µM | actives 0.12% (n = 190,000) | AID 1008;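 further: 0% = wells without compound plus tracer and 100% = blocker peptide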
# Mcl1-Bid inh: disrupts binding of human Mcl-1 to Bid peptide. inhibition, % at 21.7 µM. AID 1021. TR-FRET Mcl-1/Bid-Dy647 peptide binding, 1536-well. actives 0.97% (n = 220,000). Q07820;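 active means compounds that cut the binding signal by more than half at the single screening dose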;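 further: His-tagged Mcl-1 with europium anti-His antibody binding Bid BH3 peptide; 0% = Mcl-1 plus peptide wells and 100% = peptide-only wells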
# Bcl-2 Bim block: inhibitors of Bim-Bcl-2 interaction, human; P10415; Bead-based flow cytometry, Bim peptide-Bcl-2 binding; inhibition, % at 10 µM; actives 0.06% (n = 190,000); AID 950; in the data active means inhibition above about 40%; inconclusive means no clear call, values can overlap the other calls;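 further: 0% = no compound wells with probe peptide and 100% = reference peptide inhibitor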
# Target sequence (P10415 whole entry, looked up): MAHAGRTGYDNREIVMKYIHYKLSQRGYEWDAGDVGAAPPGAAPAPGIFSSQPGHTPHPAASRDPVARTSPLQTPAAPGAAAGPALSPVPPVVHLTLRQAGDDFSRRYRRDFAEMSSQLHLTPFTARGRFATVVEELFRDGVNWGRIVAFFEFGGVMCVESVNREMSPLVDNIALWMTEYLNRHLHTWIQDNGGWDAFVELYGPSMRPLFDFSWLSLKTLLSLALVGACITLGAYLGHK
# Bim-Mcl-1: disrupts Bim peptide binding to human Mcl-1 | actives 0.1% (n = 190,000) | Q07820 | inhibition, % at 10 µM | Bead-based flow cytometry, Bim peptide-Mcl-1 binding;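 further: 0% = no compound tracer wells and 100% = peptide blocker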
# GSH bead fluor: compound fluoresces at 488/530 nm on GSH beads; GSH beads flow cytometry, compound fluorescence 488/530 nm; stronger effect = higher value; fluorescence (KMESF) at 10 µM; actives 0.25% (n = 190,000); AID 1776; in the data active means fluorescence above about 89;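 further: glutathione beads carrying GST-tagged Bcl family fusion proteins plus one bare bead set; values are compound well signal with DMSO vehicle wells as background; inactives centre near 16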
# Bim-Bcl-W: human Bim-Bcl-W interaction inhibition; Q92843; bead-based flow cytometry, Bim peptide-Bcl-W binding; inhibition, % at 10 µM; actives 0.02% (n = 190,000);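 further: 0% = bound tracer without compound and 100% = peptide blocker; higher means less fluorescent Bim peptide bound to Bcl-W beads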
# Target sequence (Q92843 whole entry, looked up): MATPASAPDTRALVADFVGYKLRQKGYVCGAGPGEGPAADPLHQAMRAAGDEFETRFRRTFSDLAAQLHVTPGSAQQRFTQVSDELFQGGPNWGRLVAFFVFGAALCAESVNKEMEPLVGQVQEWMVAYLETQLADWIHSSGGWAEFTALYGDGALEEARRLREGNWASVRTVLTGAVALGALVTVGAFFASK
# Bim-Bcl-B: inhibitors of Bim-Bcl-B interaction, human; AID 951; inhibition, % at 10 µM; actives 0.073% (n = 190,000); bead-based flow cytometry, Bim peptide-Bcl-B binding; Q9HD36;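 further: 0% = tracer peptide without compound and 100% = reference inhibitor peptide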
# Target sequence (Q9HD36 whole entry, looked up): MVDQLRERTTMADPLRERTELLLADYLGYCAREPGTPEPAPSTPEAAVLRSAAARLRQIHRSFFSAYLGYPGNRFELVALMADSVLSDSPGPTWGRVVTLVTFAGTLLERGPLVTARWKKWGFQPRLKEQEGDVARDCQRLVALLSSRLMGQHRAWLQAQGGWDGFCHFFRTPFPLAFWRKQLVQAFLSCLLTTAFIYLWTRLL
# RGS8-Gao reg: modulates binding of RGS8 to human Galphao | P09471 | multiplexed bead flow cytometry; actives lie on both sides | response (percent of control binding), % at 10 µM | actives 0.34% (n = 220,000); in the data active means response below about 60% or above about 140%; inactive means in between;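 further: Galphao activated as the GDP aluminium fluoride complex binding bead-coupled RGS8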
# Bcl-XL Bim block: human Bim-Bcl-XL interaction inhibition; actives 0.04% (n = 190,000); Bim peptide-Bcl-XL binding, bead flow cytometry, fluorescence; AID 1007; inhibition, % at 10 µM
# * = called active by the depositor; ? = inconclusive; . = no result given; [ ] = another dose, or the depositor's remark. Unless noted, no stated cut-off is given here; in the data, active means inhibition above about 40%.
SMILES,RGS4-Gao reg,RGS7-Gao,Bfl-1 Bim block,Mcl1-Bid inh,Bcl-2 Bim block,Bim-Mcl-1,GSH bead fluor,Bim-Bcl-W,Bim-Bcl-B,RGS8-Gao reg,Bcl-XL Bim block
O=C(O)c1cc(-c2ccccc2)c(N2CCOCC2)s1,100,101,-16,-12,-7,-5,36,-3,-15,99,-6
CN(C)c1ccc(N2CC(C)(C)C2=O)cc1,95,96,7,-46,1,-3,14,7,-11,105,-1
CCCCc1ccc(NC(=O)C(=O)NCCN2CCN(Cc3ccc([N+](=O)[O-])cc3)CC2)cc1,111,105,-7,3,-9,0,13,-4,-5,104,-5
CCn1c(=O)n(CCOC)c(=O)c2c3c(sc21)CCCC3,102,104,-17,-2,-7,-1,26,0,-4,104,-1
Cc1ccc(-c2nn(CC(=O)Nc3ccc4c(c3)nc3n4CCOC3)c(=O)c3ccccc23)cc1,97,95,-10,26,-57,-24,12,-19,-61,100,-24
O=C(CSc1n[nH]c(-c2ccc(S(=O)(=O)NC3CCCCC3)cc2)n1)N1CCCC1,106,104,-1,.,0,0,33,0,1,102,-2
O=C(NCc1ccc2c(c1)OCO2)C1CC(c2ccc(Cl)cc2)=NO1 (stereo not drawn),105,105,-15,19,-11,-3,29,0,-8,103,-5
Cc1ccccc1NC(=O)C1CCN(c2cc(-c3ccccc3)nc3ncnn23)CC1,98,100,-2,5,2,-1,11,-3,-6,104,-6
CC1CC(C)CN(c2ncnc3c2cnn3Cc2ccc(Cl)cc2)C1 (stereo not drawn),102,101,-11,13,-10,-4,35,-2,-4,100,-6
CC(C)CC(C(=O)NC(=O)NCc1ccccc1)N1C(=O)c2ccccc2C1=O (stereo not drawn),104,103,-15,-2,-6,-3,36,0,-9,103,-9
O=C1c2cccc3c(O)ccc(c23)C(=O)N1Cc1ccco1,102,102,.,-8,?,.,22,.,.,98,.
O=C(COc1ccc(Cl)cc1)Nc1ncccn1,104,105,-16,-21,-8,-1,29,-2,-7,101,-4
COCCN1C(=O)c2oc3ccccc3c(=O)c2C1c1ccc(OC)c(OC)c1 (stereo not drawn),101,99,0,6,-1,-5,17,-1,-4,102,-5
CN(Cc1cccnc1)C(=O)CNC(=O)c1ccc(Cl)cc1Cl,104,102,-1,-1,-2,0,19,-1,1,98,-1
COCc1cc(=O)[nH]c2cc(NC(=O)C3CC3)c(C)cc12,99,98,-17,13,-11,-4,32,0,-9,101,-21
COc1ccc2[nH]cc(C(O)CN3CCC(C(N)=O)CC3)c2c1 (stereo not drawn),108,108,0,-34,4,0,9,1,2,111,-3
O=C(CSc1nnc(-c2ccccc2F)n1C1CC1)Nc1cccnc1Cl,100,102,0,-18,-3,-2,8,-2,-5,100,-5
O=C(COC(=O)/C=C/c1ccco1)Nc1cccc([N+](=O)[O-])c1,101,97,-3,2,-5,-4,20,-3,3,96,-2
Cc1nc(N)c(C#N)c(-c2ccccc2)c1C,65,84,-1,1,-1,1,23,0,0,75,0
C=CCOc1c(CNn2nnnc2N)cccc1OC,102,101,3,-14,3,2,21,3,0,102,0
CCc1ccc(S(=O)(=O)c2ccc(-n3nc(C)cc3N)cc2)cc1,99,103,-7,-28,-4,2,11,1,0,104,-3
O=C(CSc1ccc(Cl)cc1)NCc1ccncc1,101,100,-5,-17,0,0,16,-4,-1,101,0
CC(=O)Nc1ccc(/C=N/NC(=O)CCN2CCN(c3ccccc3)CC2)cc1,102,?,-5,6,-4,6,12,4,5,102,9
CCN(CC)S(=O)(=O)c1ccc2c3c(cccc13)C(=O)S2,102,99,0,-4,1,3,29,0,1,100,-1
CCn1nnc2c(=O)oc3ccccc3c21,99,99,5,-12,2,-1,13,-1,0,90,-3

# Taken from the results shown (2 entries):
SMILES,RGS4-Gao reg,RGS7-Gao,Bfl-1 Bim block,Mcl1-Bid inh,Bcl-2 Bim block,Bim-Mcl-1,GSH bead fluor,Bim-Bcl-W,Bim-Bcl-B,RGS8-Gao reg,Bcl-XL Bim block
O=C(O)c1cc(-c2ccccc2)c(N2CCOCC2)s1,100,101,-16,-12,-7,-5,36,-3,-15,99,-6
CN(C)c1ccc(N2CC(C)(C)C2=O)cc1,95,96,7,-46,1,-3,14,7,-11,105,-1

# Next section.
SMILES,RGS4-Gao reg,RGS7-Gao,Bfl-1 Bim block,Mcl1-Bid inh,Bcl-2 Bim block,Bim-Mcl-1,GSH bead fluor,Bim-Bcl-W,Bim-Bcl-B,RGS8-Gao reg,Bcl-XL Bim block
O=S(=O)(c1cccc(-c2nnco2)c1)N1CCCC1,96,95,-4,-15,-6,-4,25,-1,-3,97,-1
COc1ccc(NC(=O)CCNS(=O)(=O)c2ccc3c(c2)c(=O)n(C)c(=O)n3C)c(OC)c1,99,99,0,-16,1,-1,20,0,0,101,-2
CC1(CC(=O)NNC(=O)Nc2ccccc2)OCCCO1,99,97,-7,-44,-4,1,10,0,1,98,-1
C/C(=N\Nc1nccnc1Cl)c1c(F)c(F)c(F)c(F)c1F,101,101,-1,-2,-3,-23,16,-6,-6,104,-12
CCNc1nc2c(c(=O)[nH]c(=O)n2C)n1CC(C)C,102,102,-13,-29,-8,-1,24,0,-6,101,-3
Cc1ccc(-c2csc3nc4c5ccccc5c(NCCCN(C)C)nn4c(=O)c23)cc1,117,113,15,15,11,15,8,16,0,102,21
Cc1cc2c(c(=O)o1)C(C13C=CC(CC1)C3)C(C#N)=C(N)O2 (stereo not drawn),100,99,-13,-45,-3,0,24,-4,-8,100,-5
COc1cc(C2CC(=O)Nc3c2c(=O)nc2c(C)cccn32)cc(OC)c1OC (stereo not drawn),99,101,0,5,0,-1,70,-3,-2,98,-5
CCC(C)N(C)Cc1cccc(C2(O)CCN(S(=O)(=O)c3ccc(F)c(C)c3)CC2)c1 (stereo not drawn),109,108,3,1,6,2,24,1,0,111,0
Cc1ccc(Cl)cc1NC(=S)N(CCCN1CCN(C)CC1)Cc1ccco1,101,?,-2,-48,0,-3,15,-3,-9,98,-7
BrC(=C\c1ccccc1)/C=N/Nc1nc(N2CCOCC2)nc(N2CCOCC2)n1,96,95,-9,2,-2,0,10,-1,-1,103,-3
Cn1c(CC(=O)Nc2ccc(F)cc2)c(Sc2ccccc2)c2ccccc21,101,98,-11,-7,-8,-1,15,-6,-8,100,-8
C=CCc1c(C)nc(SCc2nc3ccccc3c(=O)[nH]2)[nH]c1=O,94,95,-3,3,0,-2,47,-3,-2,98,-4
NC(=S)Nc1ncc(CCN2CCOCC2)c(-c2ccc(F)cc2)n1,98,97,-9,-42,-12,-4,11,-3,-8,100,-4
CNc1nc(Cl)c(SC)c(N2CCOCC2)n1,109,104,-5,0,-3,0,14,-3,-3,105,2
COc1ccc(OCCCC(=O)Nc2nc(C)c(C(C)=O)s2)cc1,101,101,-7,-12,-7,-5,13,-2,-7,103,-3
CCOC(=O)C1Cc2c([nH]c3ccccc23)C(C)N1 (stereo not drawn),101,101,0,-22,0,-1,20,-1,0,99,0
COC(=O)c1cc(NCc2ccc3c(c2)OCO3)ccc1N1CCOCC1,90,93,-6,-49,-6,-3,6,9,-5,97,-3
CCN(CC)S(=O)(=O)c1ccc(Cl)c(NC2=NCCCCC2)c1,99,98,-4,-9,-2,-2,17,0,-1,99,0
O=C(COC(=O)Cc1ccc(S(=O)(=O)N2CCOCC2)s1)NCCc1ccccc1,78,79,-4,-25,-4,-8,68,-9,-4,79,-6
O=C1C2CCCN2C(=S)N1Cc1ccccc1 (stereo not drawn),105,103,-3,2,-1,1,9,2,0,108,0
Cc1nc(Nc2nc3ccccc3o2)nc(C)c1C,100,103,-8,-15,-1,-1,61,-1,-4,102,-1
COc1cc(/C=C/c2c([N+](=O)[O-])c(=O)n(C)c(=O)n2C)cc(OC)c1OC,91,103,-5,-22,-9,-3,27,-4,-4,107,0
Cc1c(NC(=S)N/N=C/c2cccc(O)c2)c(=O)n(-c2ccccc2)n1C,102,104,-16,-35,-10,-3,32,-1,-9,100,-6
O=C(CCCSc1nnc(Nc2ccccc2F)s1)N1CCOCC1,102,?,-5,-35,-4,-2,16,0,-8,100,-6

# Looked up above.
# Bim-Bcl-B with `O=S(=O)(c1cccc(-c2nnco2)c1)N1CCCC1` stands at -3
# RGS4-Gao reg with `O=C(CSc1n[nH]c(-c2ccc(S(=O)(=O)NC3CCCCC3)cc2)n1)N1CCCC1` stands at 106
# Bim-Mcl-1 with `Cc1ccc(-c2csc3nc4c5ccccc5c(NCCCN(C)C)nn4c(=O)c23)cc1` stands at 15
# GSH bead fluor with `CC(=O)Nc1ccc(/C=N/NC(=O)CCN2CCN(c3ccccc3)CC2)cc1` stands at 12

# Continuation.
SMILES,RGS4-Gao reg,RGS7-Gao,Bfl-1 Bim block,Mcl1-Bid inh,Bcl-2 Bim block,Bim-Mcl-1,GSH bead fluor,Bim-Bcl-W,Bim-Bcl-B,RGS8-Gao reg,Bcl-XL Bim block
CCN(CC)S(=O)(=O)c1cccc(S(=O)(=O)N2CCCCC2)c1,101,101,0,-4,0,1,15,2,0,104,-1
Cc1cc(C)nc(/N=C2\NC(=O)CC(C(=O)O)N2c2ccc(Cl)cc2Cl)n1 (stereo not drawn),117,170*[activator],-10,4,-3,-3,18,0,2,107,-3
CCOC(=O)C1C(C)N=C2SCC(=O)N2C1c1cccc(Br)c1 (stereo not drawn),70,76,-1,10,0,-2,9,-1,-4,101,-6
CCc1ccc2nc(Nc3ccc(OC)cc3OC)c(C#N)cc2c1,101,102,-6,-16,-3,-1,10,-5,-4,104,-4
COc1cc2c(cc1OC)[C@H](Cc1ccc(O)cc1)NCC2,100,103,1,-17,0,-3,18,-2,-3,102,-5
CCn1c(SCC(=O)NCc2ccc3c(c2)OCO3)nnc1-c1c[nH]c2ccccc12,96,99,5,-7,9,3,18,2,1,94,0
CCOCC(=O)Nc1nc2ccc(OC)cc2s1,102,106,-8,-13,-5,1,29,0,-3,103,-3
O=C(c1ccccc1)c1ccc(OCC(O)CNC2CCCc3ccccc32)cc1 (stereo not drawn),101,101,-12,17,-7,0,16,-4,-9,101,-7
COc1ccccc1-c1noc(-c2ccco2)n1,103,100,-10,2,-4,-2,29,5,-6,104,-1
Cc1ccc(CC2CC(=O)N(CC(=O)O)C2=O)cc1 (stereo not drawn),104,103,1,25,0,0,26,0,3,105,-1
CCC(C)(C)n1nnnc1C(c1ccc(OC)c(OC)c1)N1CCN(c2ccc(F)cc2)CC1 (stereo not drawn),104,101,-3,-7,-3,-5,14,-3,-3,105,-7
Cc1cc(SCC(=O)N/N=C/c2ccco2)nc2ccccc12,99,97,3,-29,0,-1,12,-3,-1,95,-3
CCOC(=O)Cc1csc(NC(=O)CN2C(=O)c3ccccc3S2(=O)=O)n1,95,95,0,-21,0,0,10,1,-1,99,-1
COc1ccc(/C=N/n2c(C)nnc2C)c(OC)c1OC,104,103,-14,-21,-14,-5,15,-2,-16,102,-8
CCOC(=O)C(C)Sc1nc2ccccc2c(=O)n1CC1CCCCC1 (stereo not drawn),102,101,-12,-11,-10,-2,11,0,-10,104,-2
O=C1[C@@H]2[C@@H]3C[C@@H]([C@H]4ON=C(c5ccc(Cl)cc5)[C@@H]34)[C@@H]2C(=O)N1C1CCCCC1,100,100,-12,2,-5,-4,20,-4,-9,102,-8
COc1cc(/C=C2\NC(=S)N(C)C2=O)ccc1O,100,?,-3,-43,4,0,15,-1,-11,99,-2
Cn1c(-c2cccc([N+](=O)[O-])c2)cnc1NCc1ccc(C#N)cc1,101,96,-6,-9,-2,0,18,-1,-2,99,0
Cc1ccccc1NC(=O)Nc1nc2ccc(S(C)(=O)=O)cc2s1,97,93,4,-2,-6,-10,42,0,-14,101,-13

# Random draw from the library; 1.8% or so of the library scored in one or more.
